Source: PubChem
HePTP inhibitor = inhibitors of human HePTP phosphatase, primary screen, biochemical, absorbance, leukemia target. AID 521, 2006. recombinant HePTP phosphatase activity, OD absorbance. inhibition, % at 20 µM. Tyrosine-protein phosphatase non-receptor type 7 (Homo sapiens), P35236. 0.64% of 110,000 active; in the data active = inhibition above about 50%;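 also: plate controls were vehicle for no effect and reference inhibitor for full effect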
Target sequence (P35236 whole entry, looked up): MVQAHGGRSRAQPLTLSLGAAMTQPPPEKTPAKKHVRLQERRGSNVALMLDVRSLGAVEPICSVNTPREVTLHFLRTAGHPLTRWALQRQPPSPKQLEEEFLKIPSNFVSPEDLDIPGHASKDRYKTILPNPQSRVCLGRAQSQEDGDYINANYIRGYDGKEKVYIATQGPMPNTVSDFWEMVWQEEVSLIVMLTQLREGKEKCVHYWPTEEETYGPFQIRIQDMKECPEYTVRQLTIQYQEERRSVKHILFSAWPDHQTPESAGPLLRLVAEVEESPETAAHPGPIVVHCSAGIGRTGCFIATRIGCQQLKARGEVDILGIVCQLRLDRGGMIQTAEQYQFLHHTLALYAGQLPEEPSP
BAP1 block = inhibitors of BAP1 deubiquitinase, primary screen, biochemical, Ub-AMC fluorescence, kinetic; Ubiquitin carboxyl-terminal hydrolase BAP1 (Homo sapiens), Q92560; recombinant BAP1, Ub-AMC hydrolysis fluorescence kinetic; active compounds read low; activity remaining (% of control), % at 20 µM; 0.48% of 72,000 active; AID 436, 2006;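 active = activity remaining at or below 50% of control, provided the compound also passes the data quality filters; inactive = the rest, including low values that fail the filters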;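 also: 100% = DMSO wells rate and 0% = substrate alone blank rate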
Target sequence (Q92560 whole entry, looked up): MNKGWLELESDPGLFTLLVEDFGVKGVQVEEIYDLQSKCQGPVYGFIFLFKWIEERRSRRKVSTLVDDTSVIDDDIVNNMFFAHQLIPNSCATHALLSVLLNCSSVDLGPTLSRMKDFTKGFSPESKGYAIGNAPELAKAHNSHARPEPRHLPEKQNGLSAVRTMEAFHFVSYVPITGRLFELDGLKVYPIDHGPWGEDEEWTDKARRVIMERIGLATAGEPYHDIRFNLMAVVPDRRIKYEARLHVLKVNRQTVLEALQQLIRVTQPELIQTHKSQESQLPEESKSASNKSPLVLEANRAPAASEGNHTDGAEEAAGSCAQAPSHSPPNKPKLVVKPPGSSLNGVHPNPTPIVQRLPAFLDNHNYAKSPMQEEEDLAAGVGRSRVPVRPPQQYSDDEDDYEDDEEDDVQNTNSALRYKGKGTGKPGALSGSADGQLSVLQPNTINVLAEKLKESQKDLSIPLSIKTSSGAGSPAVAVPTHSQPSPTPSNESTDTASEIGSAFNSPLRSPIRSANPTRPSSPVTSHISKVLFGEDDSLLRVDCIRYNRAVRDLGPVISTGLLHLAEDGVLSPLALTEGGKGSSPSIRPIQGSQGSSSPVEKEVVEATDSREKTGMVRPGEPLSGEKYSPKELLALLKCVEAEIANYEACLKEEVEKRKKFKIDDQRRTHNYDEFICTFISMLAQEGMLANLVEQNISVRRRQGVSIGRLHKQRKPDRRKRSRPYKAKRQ
Starred values were filed as active, the others as inactive; & = joins results of further samples.

What do the screens show for `CC1CN(CCC(=O)Nc2ccc3c(c2)CCC3)CC(C)O1` (configuration not stated)?
HePTP inhibitor: -2

Results for CCCCOC(=O)c1ccc(NC(=O)Nc2ccc(OC)c(OC)c2)cc1 ?
HePTP inhibitor: 6

How did C=CCNC(=O)C(=O)Nc1ccc(OC)c(Cl)c1 do in these assays?
HePTP inhibitor: -10

Results for CCCOc1ccc(C(=O)CCc2ccccc2)cc1OCCC ?
HePTP inhibitor: 3

How did Cc1ccc(C(=O)NCCCNc2ccc([N+](=O)[O-])cc2Cl)cc1 do in these assays?
HePTP inhibitor: 4

Results for Cc1ccc(C)c2[nH]c(=O)c(CN(CC3CCCO3)C(=O)NC3CCCCC3)cc12 (configuration not stated) ?
HePTP inhibitor: 3

How did CCn1c(=O)c2cc(C(=O)N3CCCC3)sc2c2ccccc21 do in these assays?
HePTP inhibitor: 0

How did CC1(C)CC(=O)C(C=NCCCn2ccnc2)=C(O)C1 do in these assays?
HePTP inhibitor: 4; BAP1 block: 101

How did COc1ccc(CCNC(=O)c2ccc(N3CCCC3=O)cc2)cc1OC do in these assays?
HePTP inhibitor: 15; BAP1 block: 113

What do the screens show for `Cc1cc(C)cc(NC(=O)COc2ccc3ccccc3c2)c1`?
HePTP inhibitor: 4

Results for O=c1c2[nH]c3ccccc3c2ncn1Cc1ccccn1 ?
HePTP inhibitor: -1; BAP1 block: 79

Results for CC(C)CN(C)c1nc(N)c(C(=O)N=C(N)N)nc1Cl ?
BAP1 block: 65

What do the screens show for `C=CCNC(=O)c1c(N)n(-c2ccc3c(c2)OCO3)c2nc3ccccc3nc12`?
HePTP inhibitor: -3; BAP1 block: 85

What do the screens show for `Cc1ccc(-c2nc(S(=O)(=O)c3ccc(F)cc3)c(SCC(=O)NCC3CCCO3)o2)cc1` (configuration not stated)?
HePTP inhibitor: 11

Results for O=C(NC1CCCc2ccccc21)c1cccnc1 (configuration not stated) ?
HePTP inhibitor: 4

Results for CCCCCn1c(CN2CCN(c3cccc(Cl)c3)CC2)nc2c1c(=O)[nH]c(=O)n2C ?
HePTP inhibitor: 2; BAP1 block: 93

Results for CC1=NNC(=O)C1CC(=O)N/N=C/c1cccc(OCc2ccccc2)c1 (configuration not stated) ?
HePTP inhibitor: -1

How did COc1ccc(CCNC(=O)c2cnn(-c3ccc(C)c(C)c3)c2NC(=O)c2ccco2)cc1OC do in these assays?
HePTP inhibitor: 10; BAP1 block: 93

Results for O=C1c2ccccc2-c2nc3ccc([N+](=O)[O-])cc3nc21 ?
HePTP inhibitor: 32

How did CCOC(=O)c1ccc(NC(=O)Cc2ccccc2OC)cc1 do in these assays?
HePTP inhibitor: 2

Reprinted from the part before: two compounds; new compounds follow.
Results for O=C1c2ccccc2-c2nc3ccc([N+](=O)[O-])cc3nc21 ?
HePTP inhibitor: 32

How did CCOC(=O)c1ccc(NC(=O)Cc2ccccc2OC)cc1 do in these assays?
HePTP inhibitor: 2

Results for CC(C)c1ccc(NC(=O)C2CC3CCC2C3)cc1 (configuration not stated) ?
HePTP inhibitor: 8

How did O=C(Nc1cccc(S(=O)(=O)C(F)F)c1)c1ccc(S(=O)(=O)N2CCOCC2)cc1 do in these assays?
HePTP inhibitor: -1; BAP1 block: 93

What do the screens show for `CC(C)c1ccc(NC(=O)C(=O)NCCO)cc1`?
HePTP inhibitor: -10

What do the screens show for `O=C(CCn1c(=O)sc2ccccc21)NCc1ccccc1`?
HePTP inhibitor: 0; BAP1 block: 84

How did CCOC(=O)CCc1c(C)nc(SCC(=O)O)c(C#N)c1C do in these assays?
HePTP inhibitor: 4; BAP1 block: 101

How did CN(C)Cn1c(O)c(N=NC(=O)c2cccnc2)c2cc(Br)ccc21 do in these assays?
HePTP inhibitor: 4

What do the screens show for `c1ccc(OCc2nnc3sc(C4COc5ccccc5O4)nn23)cc1` (configuration not stated)?
HePTP inhibitor: 15; BAP1 block: 63

How did CCCN1CCC(=NNC(=O)Cc2ccc(OC)cc2)CC1 do in these assays?
HePTP inhibitor: -17

Results for Cc1ccc(-c2cn3c(=S)[nH]nc3s2)cc1 ?
HePTP inhibitor: 11; BAP1 block: 95

What do the screens show for `COc1ccc(CNC(=O)c2ccccc2N(Cc2ccccc2)S(=O)(=O)c2ccc(C)cc2)cc1`?
HePTP inhibitor: 2

Of the compounds above, these contain a halogen:
How did C=CCNC(=O)C(=O)Nc1ccc(OC)c(Cl)c1 do in these assays?
HePTP inhibitor: -10

How did Cc1ccc(C(=O)NCCCNc2ccc([N+](=O)[O-])cc2Cl)cc1 do in these assays?
HePTP inhibitor: 4

Results for CC(C)CN(C)c1nc(N)c(C(=O)N=C(N)N)nc1Cl ?
BAP1 block: 65

What do the screens show for `Cc1ccc(-c2nc(S(=O)(=O)c3ccc(F)cc3)c(SCC(=O)NCC3CCCO3)o2)cc1` (configuration not stated)?
HePTP inhibitor: 11

Results for CCCCCn1c(CN2CCN(c3cccc(Cl)c3)CC2)nc2c1c(=O)[nH]c(=O)n2C ?
HePTP inhibitor: 2; BAP1 block: 93

How did O=C(Nc1cccc(S(=O)(=O)C(F)F)c1)c1ccc(S(=O)(=O)N2CCOCC2)cc1 do in these assays?
HePTP inhibitor: -1; BAP1 block: 93

How did CN(C)Cn1c(O)c(N=NC(=O)c2cccnc2)c2cc(Br)ccc21 do in these assays?
HePTP inhibitor: 4

Further results follow:
How did CCOC(=O)C1C(=O)CC(C)(O)C(C(=O)OCC)C1c1ccc(Br)cc1 (configuration not stated) do in these assays?
HePTP inhibitor: 0; BAP1 block: 87

What do the screens show for `COc1ccc(CN2CCN(c3ncccn3)CC2)c(OC)c1`?
HePTP inhibitor: 4; BAP1 block: 98

How did CCOC(=O)c1c(-c2ccc(Br)cc2)csc1NC(=O)c1ccc(OCC)c(OCC)c1 do in these assays?
HePTP inhibitor: 6

What do the screens show for `COC(=O)CC12CC3CC(C1)CC(CC(=O)OC)(C3)C2`?
HePTP inhibitor: 7

What do the screens show for `Cc1ccc(-n2c(O)c(C=NC3CCCCC3)c3ccccc3c2=O)cc1`?
HePTP inhibitor: -4

What do the screens show for `COc1ccc(OC)c(S(=O)(=O)N2CCN(c3ccccc3)CC2)c1`?
HePTP inhibitor: 8

How did O=C(COc1ccccc1[N+](=O)[O-])Nc1ccc2oc(-c3cccc(F)c3)nc2c1 do in these assays?
HePTP inhibitor: 8

Results for CCc1cccc(C)c1NC1C=CS(=O)(=O)C1 (configuration not stated) ?
HePTP inhibitor: 7

How did O=C(O)c1ccccc1-c1ccc(/C=N/n2cnnc2)o1 do in these assays?
HePTP inhibitor: 0

What do the screens show for `Cc1cc2c(cc1C)N(C(=O)CSc1nccn1C)C(C)(C)c1ssc(=S)c1-2`?
HePTP inhibitor: 7

What do the screens show for `CCOC(=O)c1c(NC(=O)c2cc(OC)c(OC)c(OC)c2)sc2c1CCC2`?
BAP1 block: 71

What do the screens show for `O=C(O)CN1C(=O)CNC1=O`?
HePTP inhibitor: 7; BAP1 block: 127

How did COc1ccc(N(CC(=O)N(C)Cc2ccccc2)S(C)(=O)=O)c(OC)c1 do in these assays?
HePTP inhibitor: -2

What do the screens show for `N#Cc1c(Nc2ccc(F)cc2)ccnc1N`?
HePTP inhibitor: -14

Results for CC(C)CCn1c(SCC(=O)c2ccccc2)nc2c1c(=O)[nH]c(=O)n2C ?
BAP1 block: 50&81

Results for CCCCn1c(=O)[nH]c(=O)c2c1nc(CN1C(=O)c3ccccc3S1(=O)=O)n2CCC ?
HePTP inhibitor: -5; BAP1 block: 72

Results for CCOCCCNC(=O)c1ccc2c(c1)N(Cc1ccccc1)C(=O)CS2=O (configuration not stated) ?
HePTP inhibitor: 4; BAP1 block: 95

How did CN(C)c1oc(COc2ccc(F)cc2)nc1C#N do in these assays?
HePTP inhibitor: -4; BAP1 block: 84

What do the screens show for `CCN1CC=C2C(C#N)=C(N)C(C#N)(C#N)[C@H](c3cccc(OC)c3OC)[C@H]2C1`?
HePTP inhibitor: -3; BAP1 block: 136

Results for O=C1CC(c2cccs2)c2cc3c(cc2N1)OCCO3 (configuration not stated) ?
HePTP inhibitor: 9

How did CCn1cc(C(=O)Nc2nncs2)c(=O)c2cc(F)c(N3CCN(C(=O)c4ccco4)CC3)cc21 do in these assays?
HePTP inhibitor: 7; BAP1 block: 94

What do the screens show for `CN(C)CCNC(=S)NC(=O)C12CC3CC(CC(C3)C1)C2`?
HePTP inhibitor: -2

How did COc1ccc(-c2nc(SC)n(S(=O)(=O)c3ccccc3)n2)cc1 do in these assays?
HePTP inhibitor: 0; BAP1 block: 100

What do the screens show for `Cc1c(Cc2ccccc2)sc(NC(=O)CCc2ccccc2)c1C(N)=O`?
HePTP inhibitor: -9

Results for C=CCn1c(=O)[nH]c2cc(C(=O)N3CCN(c4ccc(C(C)=O)cc4)CC3)ccc2c1=O ?
HePTP inhibitor: -1; BAP1 block: 73

Results for CCOC(=O)c1ccccc1NC(=O)c1sc(NC(=O)Cc2ccc(OC)cc2)c(C(=O)OCC)c1C ?
HePTP inhibitor: -2

What do the screens show for `O=C(c1ccc(N2CCNCC2)cc1)c1cccc(F)c1`?
HePTP inhibitor: -15

Results for COCCn1c(=S)[nH]c2cc(C(=O)N3CCN(Cc4ccc5c(c4)OCO5)CC3)ccc2c1=O ?
HePTP inhibitor: 7; BAP1 block: 109

What do the screens show for `CC(=O)c1cc(C)ccc1OC(=O)c1cccnc1`?
HePTP inhibitor: 10; BAP1 block: 102

Results for CC(C)NC(=O)CSc1nc2ccccc2[nH]1 ?
HePTP inhibitor: 2

Results for O=C(COc1ccc(Cl)cc1)NNC(=O)c1ccccc1[N+](=O)[O-] ?
HePTP inhibitor: 4

What do the screens show for `Cc1ccc2cc3c(N)c(C(=O)N4CCOCC4)sc3nc2c1`?
HePTP inhibitor: 6; BAP1 block: 103

What do the screens show for `CCc1ccccc1NC(=O)CN(c1ccc(F)cc1)S(=O)(=O)c1ccccc1`?
HePTP inhibitor: 4

How did CCc1cccc(CC)c1NC(=O)c1cc(Cl)ccc1[N+](=O)[O-] do in these assays?
HePTP inhibitor: 5

Results for CC1(C(=O)O)CCC(C(=O)NC2CCCCC2)C1(C)C (configuration not stated) ?
HePTP inhibitor: 3

How did CCN1CCN(CCCOc2ccc(-c3ccccc3)cc2)CC1 do in these assays?
HePTP inhibitor: 7; BAP1 block: 186

What do the screens show for `COc1nc(NC(C)(C)C)nc(OC)n1`?
HePTP inhibitor: -2

How did COc1cc(C(=O)Nc2nnc(CC(=O)NCc3ccccc3)s2)cc(OC)c1OC do in these assays?
HePTP inhibitor: 1

Results for Cc1ccc(C(=O)CC2(O)C(=O)N(CCc3ccccc3)c3ccc(Br)cc32)o1 (configuration not stated) ?
HePTP inhibitor: 8; BAP1 block: 96

Results for CCN(CC)C(=O)C1=CC2([N+](=O)[O-])CN(CC(=O)O)CC([N+](=O)[O-])(C1)C2 (configuration not stated) ?
HePTP inhibitor: 6

What do the screens show for `O=C(CSc1nnc(-c2ccco2)o1)NC1CCCCCC1`?
HePTP inhibitor: 3; BAP1 block: 99

Results for O=C(NOC(=O)c1cccc(I)c1)c1ccc(Cl)cc1 ?
HePTP inhibitor: 1

What do the screens show for `O=C(O)c1ccc(-c2ccc(/C=C3\SC(=S)N(Cc4ccccc4)C3=O)o2)cc1`?
HePTP inhibitor: -10

What do the screens show for `Cc1ccc(N2CCN(C3=NC(=O)/C(=C/c4ccc(Cl)cc4)S3)CC2)cc1`?
HePTP inhibitor: 5

Results for CC(=O)N1CCN=C1SCc1cccc(C(F)(F)F)c1 ?
HePTP inhibitor: 2; BAP1 block: 102

Results for O/N=C1/CCSc2ccccc21 ?
HePTP inhibitor: 4; BAP1 block: 106

Results for Cn1c(=O)oc2cc(S(=O)(=O)N3CCCC(C(=O)NCCN4CCOCC4)C3)ccc21 (configuration not stated) ?
HePTP inhibitor: -8; BAP1 block: 97

What do the screens show for `CC(c1ccccc1)N1C(=O)CC(Sc2ncccc2C(=O)O)C1=O` (configuration not stated)?
HePTP inhibitor: -10; BAP1 block: 57

Results for COc1ccc(-c2cnc(SCC(=O)Nc3ccc4c(c3)OCO4)n2Cc2ccco2)cc1 ?
HePTP inhibitor: -3; BAP1 block: 78

What do the screens show for `O=C(CCN1CCN(c2ccccc2F)CC1)Nc1ccc2c(c1)OCO2`?
HePTP inhibitor: 2; BAP1 block: 61

How did COc1cc(C(=O)N/N=C/c2ccc(C)o2)cc(OC)c1OC do in these assays?
HePTP inhibitor: -18

What do the screens show for `CC(=O)CC(=O)NC12CC3CC(CC(C3)C1)C2`?
HePTP inhibitor: -7

Results for O=[N+]([O-])c1ccc2nc(-c3ccco3)[nH]c2c1 ?
HePTP inhibitor: -2

How did CCOP(=O)(OCC)C(Nc1cccc(C(F)(F)F)c1)c1cc(Cl)cc(Cl)c1OC (configuration not stated) do in these assays?
HePTP inhibitor: -2

What do the screens show for `COc1ccc(C2C(C(C)=O)=C(Nc3ccc(Br)cc3)CC(C)(O)C2C(C)=O)cc1` (configuration not stated)?
HePTP inhibitor: 9

What do the screens show for `COc1ccc(S(=O)(=O)N2CC3C4C=CC(C4)C3C2)cc1` (configuration not stated)?
HePTP inhibitor: 9; BAP1 block: 101

What do the screens show for `CCCOC(=O)c1ccc(OCC(O)CN2C(=O)NC(C)(C)C2=O)cc1` (configuration not stated)?
HePTP inhibitor: -10; BAP1 block: 90

Results for COc1ccc(S(=O)(=O)N2CCCC(C(=O)NCCC3=CCCCC3)C2)cc1 (configuration not stated) ?
HePTP inhibitor: 5; BAP1 block: 66

Results for CC1CCCCN1c1ccc(C(=O)c2ccccc2)cc1F (configuration not stated) ?
HePTP inhibitor: 4

How did Cc1ccccc1N1C(=O)c2sc3nc4c(c(=O)n3c2C1=O)CCC4 do in these assays?
HePTP inhibitor: 12; BAP1 block: 96

What do the screens show for `O=C(CCC1COc2ccccc2O1)NCc1ccco1` (configuration not stated)?
HePTP inhibitor: -8; BAP1 block: 70

How did COc1cc(Sc2ccccc2[N+](=O)[O-])ccc1N do in these assays?
HePTP inhibitor: 10

Results for CC1=C(C(=O)OCCc2ccccc2)C(c2ccccc2Cl)NC(=O)N1 (configuration not stated) ?
HePTP inhibitor: -5; BAP1 block: 146
